Source: PubChem BioAssay (several laboratories)
Bfl-1 displacement – displacement of Bid BH3 peptide from Bfl-1 – biochemical, fluorescence polarization, FITC-Bid, mouse, primary screen (AID 432) | FITC-Bid BH3 peptide fluorescence polarization displacement; higher % means a stronger effect | displacement, % at 20 µM, or IC50 in µM where a hit was titrated | 64,000 tested, 0.02% active; in the data active = a potency from the dose series; inactive = the rest, 99 in 100 with displacement below about 15%; note: strong numbers were not always called active
HPDE-C7 viability – cytotoxicity in HPDE-C7 cells, cell-based, fluorescence, HTS (AID 430) | HPDE-C7 pancreatic duct cells viability, fluorescence; higher % means a stronger effect | cytotoxicity, % at 10 µM; hits with a dose series show EC50 in µM | 63,000 tested, 1.8% active;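 note: cells exposed to compound for 48 hours before viability readout; 0% = vehicle and 100% = reference cytotoxic drug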
Spn PMK inh – S. pneumoniae PMK inhibition. purified PMK, PK/LDH-coupled NADH absorbance 340 nm. inhibition, % at 10 µM. 65,000 tested, 0.49% active;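 active = top-ranked compounds by inhibition in the single 10 µM screen, taking a fixed number of the strongest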;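 note: 0% = full reaction with DMSO carrier and 100% = background rate without enzyme reaction; no value below 0 was filed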
LYP inhibition – LYP phosphatase inhibitors, primary screen, biochemical, DiFMUP fluorescence, recombinant catalytic domain, 10 µM (AID 606); recombinant LYP catalytic domain, DiFMUP fluorescence; higher % means a stronger effect; inhibition, % at 10 µM, or IC50 in µM where a hit was titrated; 52,000 tested, under 10 active;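 active = IC50 under 40 µM in the dose-response test; inactive = IC50 of 40 µM or more, or never dose-tested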
DPM-DC inhibit – blocks S. pneumoniae diphosphomevalonate decarboxylase. calls only at 10 µM. purified DPM-DC, PK/LDH coupled NADH fluorescence. 65,000 tested, 0.49% active. AID 556;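 active = the 320 compounds with the highest percent inhibition in the single-dose primary screen, excluding strongly autofluorescent ones, cut at about 32% in these data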;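 note: kinetic rate of NADH fluorescence loss reporting ADP formed by the decarboxylase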
MK inhibit – blocks S. pneumoniae mevalonate kinase; purified MK, PK/LDH-coupled NADH absorbance 340 nm; inhibition, % at 10 µM; 65,000 tested, 0.48% active;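 active = ranked among the strongest by inhibition in the single 10 µM screen, a fixed top-ranked set picked for dose follow-up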; note: no value below 0 was filed
TNAP inhibition – inhibition of tissue-nonspecific alkaline phosphatase – biochemical, luminescent (AID 518) | purified TNAP enzyme, luminescent substrate readout; higher % means a stronger effect | one-dose inhibition, % at 20 µM; IC50 in µM for titrated hits | 64,000 tested, 0.09% active; in the data active = a potency from the dose series; inactive = the rest, 99 in 100 with inhibition below about 22%;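 note: plate controls were vehicle for no effect and reference inhibitor for full effect; many of its hits are not listed in these tables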
HT1080 viability – cytotoxicity in HT1080 fibrosarcoma cells, cell-based, fluorescence readout (AID 620); HT1080 viability, fluorescence; higher % means a stronger effect; cytotoxicity, % at 10 µM, or EC50 in µM where a hit was titrated; 87,000 tested, 0.42% active;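 note: cells exposed to compound overnight then 4 h with Alamar Blue; 0% = vehicle DMSO and 100% = killing control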
HPDE-C7K KRASV12 – viability loss of HPDE-C7K cells – cell-based, fluorescence, HTS, primary screen (AID 431) | 63,000 tested, 1.7% active | cytotoxicity, % at 10 µM, or EC50 in µM where a hit was titrated | HPDE-C7K KRASV12 cells, Alamar Blue viability, 48 h; higher % means a stronger effect;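 active = compounds whose percent cytotoxicity in the single-dose primary screen, scaled between solvent and toxic-drug controls, exceeds 50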;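 note: 0% = DMSO solvent wells and 100% = doxorubicin-treated wells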
Spn PMK inh pilot replicates – further read-out of Spn PMK inh, marked with its call; inhibition, %; measured here: pilot screen replicates
MK inhibit pilot replicates – recorded beside MK inhibit, whose call it bears; inhibition, %; measured here: pilot screen replicates
DPM-DC inhibit pilot screen % – further read-out of DPM-DC inhibit, marked with its call; inhibition, %; measured here: pilot screen trials
* = called active by the depositor; i = inactive; · = not tested or not shown. Cut-off read from the data, not from the text of the source, unless noted: active = cytotoxicity above about 50%; inactive = the rest.

SMILES	Bfl-1 displacement	HPDE-C7 viability	Spn PMK inh	LYP inhibition	DPM-DC inhibit	MK inhibit	TNAP inhibition	HT1080 viability	HPDE-C7K KRASV12	others
O=C1c2ccccc2C(O)N1Cc1ccc2c(c1)OCO2 (stereo not drawn)	-10%	8%	9	6%	i	14	8%	4%	7%
CS(=O)(=O)N(CCc1ccccc1)CC(=O)N1CCN(c2ccccc2F)CC1	-4%	-7%	3	7%	i	8	10%	0%	-14%
CCOCC(O)CS(=O)Cc1ccccc1 (stereo not drawn)	-8%	-8%	16	·	i	9	7%	5%	3%	Spn PMK inh pilot replicates=3.5;MK inhibit pilot replicates=2.0;DPM-DC inhibit pilot screen %=1.5
COc1cc2c(cc1NC(=O)c1cncc(Br)c1)oc1ccccc12	-8%	10%	2	-6%	i	4	8%	-2%	3%
CN(C)c1ccc(NC(=O)CSc2nc3ccccc3c(=O)n2C2CCCCC2)cc1	0%	10%	8	1%	i	3	12%	-6%	7%
O=C(NCCC1=CCCCC1)C1CCN(Cc2cnn(-c3ccccc3)c2-n2cccc2)CC1	1%	16%	5	5%	i	0	-7%	-12%	8%
Cc1ccc2nc(NC(=O)C3CCCN(S(=O)(=O)c4cnc[nH]4)C3)sc2c1 (stereo not drawn)	-3%	26%	11	7%	i	3	11%	8%	30%	Spn PMK inh pilot replicates=0.0;MK inhibit pilot replicates=4.0;DPM-DC inhibit pilot screen %=5.5
CCn1c(C)c(C(C)=O)c(N2CCCC2)nc1=S	1%	2%	20	-6%	i	2	8%	-2%	-14%
Nc1c(C(=O)Nc2ccc3c(c2)OCCO3)nnn1CCc1ccccc1	26%	42%	0	9%	i	12	16%	40%	31%
O=c1[nH]c(NCc2ccco2)nnc1Cc1ccccc1Cl	4%	-10%	0	·	i	11	9%	·	-13%	Spn PMK inh pilot replicates=1.0;MK inhibit pilot replicates=0.0;DPM-DC inhibit pilot screen %=0.0
O=C(CSc1nnc(Cn2c(=O)sc3ccccc32)n1-c1ccccc1)N1CCCC1	4%	2%	3	·	i	5	7%	4%	5%
Cc1c(NC(=O)c2ccc(N3C(=O)C4C5C=CC(C5)C4C3=O)cc2)c(=O)n(-c2ccccc2)n1C (stereo not drawn)	-4%	6%	3	·	i	7	7%	4%	-1%
CCSCCOC(=O)C1=C(C)NC(=O)NC1c1ccc2c(c1)OCO2 (stereo not drawn)	2%	-6%	12	13%	i	10	10%	-8%	-5%
COc1cc(CN2CCN(CCOCCO)CC2)cc(OC)c1OC	3%	·	14	·	i	7	12%	0%	·
Cc1cc(=O)[nH]c2c(C)c(Cl)ccc12	0%	8%	9	-3%	i	6	3%	1%	9%
O=C1CSC2=NCN(c3ccc4c(c3)OCO4)CN12	-8%	11%	2	1%	i	0	2%	10%	6%
CCN(CCO)Cc1cc(=O)oc2c(C)c(C)ccc12	2%	-8%	0	1%	i	4	2%	4%	10%
Cc1cc(C)c(C(N)=O)c(NCCc2ccccc2)n1	-6%	4%	0	-6%	i	9	4%	4%	4%
CCOC(=O)c1[nH]c2ccccc2c1NC(=O)CCN1CCN(C(=O)OCC)CC1	5%	8%	1	-1%	i	0	14%	-2%	-11%	Spn PMK inh pilot replicates=4.0;MK inhibit pilot replicates=0.0;DPM-DC inhibit pilot screen %=1.0
CCc1nnc(SCC(=O)NC2CCCCC2)nc1CC	-7%	-1%	19	11%	i	7	22%	1%	5%	Spn PMK inh pilot replicates=1.0;MK inhibit pilot replicates=1.5;DPM-DC inhibit pilot screen %=2.0
Cc1ccccc1N1OC2C(=O)N(c3ccc(F)cc3)C(=O)C2C1c1ccccn1 (stereo not drawn)	0%	-10%	3	12%	i	8	14%	-4%	-18%	Spn PMK inh pilot replicates=2.5;MK inhibit pilot replicates=1.5;DPM-DC inhibit pilot screen %=0.5
Cc1ccc(C(c2sc3nc(C)nn3c2O)N2CCN(c3ccccc3)CC2)cc1 (stereo not drawn)	-4%	2%	10	2%	i	6	2%	-3%	4%
O=C(NCc1ccccn1)Nc1ccc2c(c1)OCO2	-8%	-13%	4	10%	i	6	8%	5%	-5%	Spn PMK inh pilot replicates=0.0;MK inhibit pilot replicates=2.0;DPM-DC inhibit pilot screen %=0.0
COC(=O)c1ccccc1NC(=O)c1sc(=S)n(C)c1N	1%	-4%	9	·	i	9	20%	-7%	12%
COC(=O)CN(c1nc(C)c(Br)c(OC)n1)S(=O)(=O)c1ccc(C)cc1	1%	4%	1	14%	i	0	16%	19%	-24%
Nc1c(N2CCOCC2)cc(Cl)c2nonc12	-3%	4%	8	-15%	i	7	7%	3%	3%
CCC(C)Cn1c(C)nc2ccccc21 (stereo not drawn)	-7%	-16%	10	4%	i	14	16%	0%	-19%
CC(C)N(Cc1nc2ccccc2[nH]1)C(C)C	-5%	5%	6	2%	i	12	9%	-8%	6%
c1ccc2c(c1)OCC(c1csc3ncnc(N4CCOCC4)c13)O2 (stereo not drawn)	-6%	8%	9	-4%	i	4	4%	2%	8%
CCOC(=O)NCCc1ccc(OC)cc1	-11%	-13%	7	-6%	i	8	-2%	2%	-14%
COc1cc(-c2nnc(COc3ccc4ccccc4c3)o2)cc(OC)c1OC	-9%	35%	28*	·	i	16	9%	1%	37%
Cc1ccc(NC(=O)CC2Oc3ccc(C)cc3NC2=O)cc1 (stereo not drawn)	-4%	-14%	6	-2%	i	8	9%	-3%	-6%
Cc1noc(/C=C/N(C)C)c1S(=O)(=O)N1CCCC(C(=O)NC2CCCCC2)C1 (stereo not drawn)	-4%	-14%	2	1%	i	5	13%	1%	-10%	Spn PMK inh pilot replicates=5.0;MK inhibit pilot replicates=4.5;DPM-DC inhibit pilot screen %=7.5
CCOP(=O)(c1c(F)c(F)c(F)c(F)c1F)C1(O)CCCCC1 (stereo not drawn)	-10%	·	9	14%	i	7	10%	0%	·
COC(=O)CN(c1nc(C)cc(OC)n1)S(=O)(=O)c1ccccc1	-3%	-7%	8	7%	i	0	4%	13%	-7%
CCOC(=O)Nc1ccccc1C(=O)N1CCOCC1	-15%	·	8	·	i	4	10%	6%	·
Cc1cc(C)cc(N(CC(=O)N2CCC(C)CC2)S(C)(=O)=O)c1	-6%	1%	0	6%	i	0	1%	1%	-1%
CC(C)NC(=O)N1CCOCCOCCN(C(=O)NC(C)C)CCOCCOCC1	-5%	-5%	10	10%	i	0	6%	2%	-1%
Cc1cc(C)n(-c2cccc3cccnc23)n1	3%	-7%	0	10%	i	0	5%	-1%	-7%
C=CCn1c(NC(=O)c2ccccc2)c(C#N)c2nc3ccccc3nc21	-39%	45%	16	-11%	·	14	11%	4%	65%*

An excerpt from above in order of heavy-atom count, rising:
SMILES	Bfl-1 displacement	HPDE-C7 viability	Spn PMK inh	LYP inhibition	DPM-DC inhibit	MK inhibit	TNAP inhibition	HT1080 viability	HPDE-C7K KRASV12	others
CC(C)N(Cc1nc2ccccc2[nH]1)C(C)C	-5%	5%	6	2%	i	12	9%	-8%	6%
CCOP(=O)(c1c(F)c(F)c(F)c(F)c1F)C1(O)CCCCC1 (stereo not drawn)	-10%	·	9	14%	i	7	10%	0%	·
CC(C)NC(=O)N1CCOCCOCCN(C(=O)NC(C)C)CCOCCOCC1	-5%	-5%	10	10%	i	0	6%	2%	-1%

Continuation:
SMILES	Bfl-1 displacement	HPDE-C7 viability	Spn PMK inh	LYP inhibition	DPM-DC inhibit	MK inhibit	TNAP inhibition	HT1080 viability	HPDE-C7K KRASV12	others
Cc1cccc(N2C(=O)N(c3ccccc3C)C3CS(=O)(=O)CC32)c1 (stereo not drawn)	-1%	2%	5	-16%	i	6	10%	9%	1%
CC(=O)c1c(C)nc(-c2ccc(Cl)cc2)nc1N=CN(C)C	5%	0%	7	4%	i	·	2%	-10%	-2%
OCc1nnn(-c2cccc(C(F)(F)F)c2)c1CO	-8%	5%	11	19%	i	0	·	27%	-2%
Cn1c(=O)[nH]c(=O)c2c1nc(CN1CCOCC1)n2CCc1ccccc1	·	·	0	-6%	i	3	·	14%	·
Cn1nnnc1SCCNC/C=C/c1ccccc1	-7%	0%	0	2%	i	10	9%	3%	14%
Cc1ccc(S(=O)(=O)n2nc(-c3cccnc3)nc2N)cc1	-1%	7%	3	1%	i	9	5%	4%	-4%
CC1CN(C(=O)C2CCCN2S(=O)(=O)c2ccc(Cl)cc2)CC(C)O1 (stereo not drawn)	-4%	1%	6	1%	i	6	8%	-5%	-4%
O=C(O)c1ccccc1-c1nc2ccccc2c(=O)[nH]1	-8%	-11%	9	13%	i	7	4%	-4%	-19%
CCOC(=O)c1c(CN2CCN(CCO)CC2)n(C)c2cc(Br)c(OC)cc12	5%	77%*	0	·	i	10	4%	1%	99%*
Cc1c(C(=O)Nc2ccc3c(c2)OCCO3)sc2nc(-c3ccccc3)cn12	·	·	4	9%	i	3	·	16%	·
Cn1c(=O)c(C(=O)CSc2nncs2)c(N)n(Cc2ccccc2)c1=O	-3%	3%	0	·	i	9	7%	12%	2%
COc1ccccc1N1C(=O)CCC1(C#N)c1ccccc1 (stereo not drawn)	-2%	-20%	9	·	i	6	10%	0%	2%	Spn PMK inh pilot replicates=0.0;MK inhibit pilot replicates=2.5;DPM-DC inhibit pilot screen %=1.0
CN1C(=O)c2cccc(N(C)C)c2C1=O	-3%	4%	7	·	i	15	10%	5%	19%
O=C(O)C1CC=CCC1C(=O)NC12CC3CC(CC(C3)C1)C2 (stereo not drawn)	-5%	-7%	16	1%	i	5	8%	2%	0%
Cn1c(OCc2cccnc2)nc2c1c(=O)n(Cc1ccc(Br)cc1)c(=O)n2C	1%	50%*	6	10%	i	2	2%	29%	42%
O=C(NCc1ccco1)Nc1ccc(Br)cc1Cl	-3%	-5%	9	-8%	i	0	25%	4%	-5%
O=S1(=O)C=CC(Nc2cccc(Cl)c2)C1 (stereo not drawn)	1%	-6%	5	15%	i	5	17%	4%	5%	Spn PMK inh pilot replicates=6.0;MK inhibit pilot replicates=3.0;DPM-DC inhibit pilot screen %=4.0
CCC(C(=O)N1CCN(c2cccc(Cl)c2)CC1)c1ccccc1 (stereo not drawn)	-6%	1%	7	·	i	6	3%	-7%	11%
CCCCC(c1nnnn1C1CCCC1)N1CCN(C2CCCCC2)CC1 (stereo not drawn)	-3%	9%	16	6%	i	0	13%	-10%	22%	Spn PMK inh pilot replicates=4.0;MK inhibit pilot replicates=1.5;DPM-DC inhibit pilot screen %=0.0
CN(C)c1ccc(CNC2CC(C)(C)NC(C)(C)C2)cc1	-8%	1%	4	-10%	i	2	12%	4%	10%	Spn PMK inh pilot replicates=2.5;MK inhibit pilot replicates=0.0;DPM-DC inhibit pilot screen %=0.0
COc1ccc(C2CCCN2C(=O)Nc2ccc(F)cc2)cc1OC (stereo not drawn)	2%	-26%	6	3%	i	10	0%	-1%	-15%
CC12CCC(C(=O)Nc3cccc(NC(=O)C45CCC(C)(C(=O)O4)C5(C)C)n3)(OC1=O)C2(C)C	-1%	-3%	0	2%	i	4	1%	7%	-2%
COc1ccc(OC)c(CNC(=O)C2CCCN(C(=O)N(C)C)C2)c1 (stereo not drawn)	-7%	1%	15	·	i	2	-4%	·	2%
